Screening data as filed in PubChem.
PP1 inh – counter-screen for PP5 inhibitors: inhibitors of human PP1-alpha; inhibition, % at 6.7 µM; hit rate 0.9% among 320,000; purified PP1alpha, OMFP fluorescence; P62136; AID 2235;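 active = inhibition above the mean inhibition of all tested compounds plus 3 SD, computed separately for each screening campaign, cut at about 15% in these data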
Target sequence (P62136 whole entry, looked up): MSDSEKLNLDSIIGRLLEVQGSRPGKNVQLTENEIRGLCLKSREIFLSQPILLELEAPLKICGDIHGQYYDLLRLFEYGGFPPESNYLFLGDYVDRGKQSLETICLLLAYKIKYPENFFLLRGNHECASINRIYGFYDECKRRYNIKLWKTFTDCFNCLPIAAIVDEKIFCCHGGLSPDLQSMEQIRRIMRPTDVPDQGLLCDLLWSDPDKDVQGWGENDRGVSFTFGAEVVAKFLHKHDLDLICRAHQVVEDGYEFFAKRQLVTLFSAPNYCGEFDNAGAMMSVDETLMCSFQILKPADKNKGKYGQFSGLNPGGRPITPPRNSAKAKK
GASC-1 inh – blocks human GASC-1 demethylase activity | inhibition, % at 2.35 µM | hit rate 0.069% among 330,000 | Q9H3R0 | GST-JMJD2C(1-420) H3K9me3 demethylation, DELFIA europium;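 active = more than half of a compound's replicate wells show inhibition beyond 50%, single wells judged on their own value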;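 also: signal counts dimethyl H3K9 product captured on neutravidin plate; 0% = median of DMSO wells and 100% = 0.3 times that DMSO median; strong numbers were not always called active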
HCV core dimer – HCV core protein dimerization inhibition. inhibition, % at 5 µM. hit rate 0.33% among 300,000. TR-FRET GST/Flag-core106 dimerization, 1536-well;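 active = inhibition above the mean of all tested compounds plus 3 SD, set per screening campaign, cut at about 45% in these data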
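Assay system: tagged HCV core106 pair (GST and Flag); medium: KF-containing HEPES buffer, pH 7.45, DTT, CHAPS, BSA; also added: Eu donor and XL665 acceptor anti-tag antibodies; dosing: 5 µM single dose; timing: compound-protein-antibody incubation 4 h at 22.5 °C; signal: TR-FRET 671 and 617 nm emission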
PP5 inh – inhibitors of human protein phosphatase 5 (PP5); P53041; inhibition, % at 6.7 µM; hit rate 0.18% among 320,000; purified PP5c, OMFP substrate fluorescence;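 active = inhibition above the campaign's mean inhibition across all tested compounds plus 3 SD, cut at about 9.5% in these data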;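 also: 0% = DMSO only and 100% = 100 µM cantharidin control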
Target sequence (P53041 whole entry, looked up): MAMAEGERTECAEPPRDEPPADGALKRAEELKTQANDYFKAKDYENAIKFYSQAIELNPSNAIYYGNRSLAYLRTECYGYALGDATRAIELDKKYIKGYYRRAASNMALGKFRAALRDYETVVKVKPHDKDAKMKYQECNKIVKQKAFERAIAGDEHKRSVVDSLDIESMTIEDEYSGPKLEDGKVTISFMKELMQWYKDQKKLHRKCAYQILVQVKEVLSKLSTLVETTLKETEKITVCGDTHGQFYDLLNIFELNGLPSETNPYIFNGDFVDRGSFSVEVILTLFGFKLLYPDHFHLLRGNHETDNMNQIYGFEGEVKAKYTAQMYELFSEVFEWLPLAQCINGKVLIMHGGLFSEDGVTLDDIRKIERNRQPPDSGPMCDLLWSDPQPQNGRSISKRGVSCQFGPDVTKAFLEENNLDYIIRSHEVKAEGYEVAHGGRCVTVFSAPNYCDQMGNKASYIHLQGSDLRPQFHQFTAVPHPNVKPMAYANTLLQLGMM
Efflux pump inh – blocks antifungal efflux pumps in multiplex yeast assay | AID 485275 | hit rate 0.44% among 330,000 | S. cerevisiae Candida pump triplex, Nile Red efflux | inhibition, % at 10 µM;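 active = plate passing quality check with inhibition over a set limit, or well fluorescence over plate mean plus 4 SD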;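 also: Nile Red retained in pooled yeast measured as flow cytometry median fluorescence; 0% = buffer negative control and 100% = Enniatin B positive control; higher means more Nile Red kept so more efflux inhibition; some compounds called inactive have numbers as strong as hits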
PREPL inh – inhibits the human prolyl oligopeptidase-like enzyme; Q4J6C6; recombinant PREPL, fluorescence polarization activity-based probe; inhibition, % at 5.96 µM; hit rate 0.68% among 320,000; AID 2751; in the data active = inhibition above about 43%;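 also: 0% = enzyme with DMSO and 100% = wells lacking enzyme; many of its hits are not listed in these tables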
LYPLA2 counter – counter-screen for PME1 inhibitors: inhibitors of human LYPLA2. hit rate 0.38% among 320,000. inhibition, % at 5.9 µM. recombinant LYPLA2, FP-Rh probe fluorescence polarization. O95372. AID 2177;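 active = inhibition above the screen-wide mean plus 3 SD, limit set per campaign, cut at about 26% in these data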;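 also: 0% = LYPLA2 with DMSO and 100% = wells lacking LYPLA2 enzyme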
Target sequence (O95372 whole entry, looked up): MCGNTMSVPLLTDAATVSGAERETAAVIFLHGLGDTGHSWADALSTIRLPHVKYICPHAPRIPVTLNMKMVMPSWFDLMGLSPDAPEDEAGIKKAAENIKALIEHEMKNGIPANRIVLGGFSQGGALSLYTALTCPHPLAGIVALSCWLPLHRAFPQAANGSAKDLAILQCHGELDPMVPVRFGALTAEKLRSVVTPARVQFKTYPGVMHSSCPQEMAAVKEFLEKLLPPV
CTSL1 counter – cathepsin L1 inhibition, PFM18AAP counter-screen; recombinant F. hepatica cathepsin L1, Z-Leu-Arg-MCA fluorescence; inhibition, % at 5.96 µM; hit rate 0.49% among 300,000;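 active = inhibition above the mean of all tested compounds plus 3 SD, set per screening campaign, cut at about 17% in these data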;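 also: 0% = plate median of test compound wells and 100% = 1 µM Z-Phe-Ala-diazomethylketone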
TPT1 inhibitor – blocks Candida albicans tRNA 2'-phosphotransferase | recombinant caTPT1, FP RNA substrate dephosphorylation | inhibition, % at 5 µM | hit rate 0.81% among 300,000 | AID 1962;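 active = inhibition above the mean of all tested compounds plus 3 SD, set per screening campaign, cut at about 24% in these data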;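 also: plate controls were DMSO alone for no effect and ferristatin control at 100 nM for full effect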
An asterisk follows results filed as active; / = not tested or not shown; & = joins results of further samples.

SMILES	PP1 inh	GASC-1 inh	HCV core dimer	PP5 inh	Efflux pump inh	PREPL inh	LYPLA2 counter	CTSL1 counter	TPT1 inhibitor
Clc1ccccc1-c1nnc2sc(-c3ccc4c(c3)OCO4)nn12	5.1	4.2	13.6	0.6	0.0	8.7	-1.2	0.6	0.7
O=C(NCCNS(=O)(=O)c1ccc(C(F)(F)F)cc1)N1CCOCC1	-2.0	4.2	1.8	-2.6	0.0	0.1	2.7	0.7	-1.2
CC(C)(C)Nc1nc(N)nc(Cl)n1	2.3	-9.1	-12.3	3.1	0.1	13.0	-3.4	-4.3	2.0
COc1ccc(C(=O)Nc2ccnn2C2CCN(Cc3ccn[nH]3)CC2)cc1	-0.6	12.8	-10.8	1.9	-0.2	5.5	8.4	-2.4	-4.3
COc1ccc(Cn2c(C)cc3c(c2=O)C(c2cccs2)C(C#N)=C(N)O3)cc1OC (configuration not stated)	1.5	1.5	6.0	-0.9	-0.2	26.8	1.0	-1.0	-2.4
CC(C)(C)c1cc(CP(=O)(c2ccccc2)c2ccccc2)cc(C(C)(C)C)c1O	10.5	4.1	12.9	5.2	0.3	3.6	-3.8	-0.9	1.9
COc1cccc(/C=C2\SC(=O)N(CC(=O)NCCCn3ccnc3)C2=O)c1	-2.1	-19.6	0.5	-1.2	0.1	22.4	7.0	-0.3	3.4
COc1cccc(CN2CC(C(=O)N(C)Cc3nc4ccc(F)cc4[nH]3)CCC2=O)c1 (configuration not stated)	6.7	-6.4	-1.1	2.9	0.1	6.3	2.5	-4.8	4.9
CCCCN(CCCC)CCCNC(=O)C12CN(Cc3ccccc3)CC1C(c1cccc([N+](=O)[O-])c1)=NO2 (configuration not stated)	-0.2	-0.6	-11.4	4.6	0.1	22.7	5.9	3.7	0.2
O=S1(=O)CCN2C=C(Br)C=C(Br)C2=N1	-1.9	-2.3	-1.5	3.3	-0.1	12.0	6.6	0.9	-2.2
CCC(=O)Nc1cc2nn(-c3ccccc3)nc2cc1Cl	2.1	9.8	-4.0	2.1	-0.1	8.3	2.2	-3.7	-1.6
Cc1ccc(/C=N\NC(=O)c2cncc(Br)c2)o1	-5.9	-7.7	-19.8	2.7	0.3	0.7	-2.4	2.4	1.3
CCOC(=O)N1CCN(C(=O)c2ccc3c(=O)n(CCc4ccccc4)c(=O)[nH]c3c2)CC1	-0.9	-4.3&-5.1	5.3	-0.5	0.2	27.3	0.1	2.6	-3.2
CCN(CC)CCNC(=O)c1cc(-c2ccc(Br)s2)nc2ccccc12	3.1	-3.5	-62.7	2.0	-0.4	-90.8	-4.1	3.0	-6.0
CCCNC(=O)COc1nc2ccccc2nc1N1CCOCC1	2.6	-18.9	5.1	-2.4	0.0	-9.5	-4.5	3.0	-3.9
COc1ccccc1N1CCN(CC(O)COc2ccc(C)cc2C)CC1 (configuration not stated)	-4.2	-16.8	1.3	1.0	-0.1	14.3	-3.9	5.1	0.1
N#Cc1nc(COc2ccc(F)cc2)oc1N1CCC(Cc2ccccc2)CC1	1.0	-2.1	3.3	0.1	0.0	-34.7	2.2	-3.0	0.4
NS(=O)(=O)c1ccc(N=Nc2ccc(=O)[nH]c2O)cc1	8.7	-0.3	-16.3	-2.7	0.8	8.2	-9.2	10.3	-1.5
COc1cc(NS(=O)(=O)c2ccc(NC(=O)c3cccs3)cc2)nc(OC)n1	-2.8	-4.4	3.8	-1.7	-0.1	-2.4	-3.4	2.1	1.6
O=C(O)CCSC(=S)N1CCOCC1	-1.2	-3.6	2.1	-0.9	-0.2	-4.9	-2.4	-1.7	-0.9
O=C(CSc1ncnc2c1cnn2-c1ccccc1)NC1CCCC1	-1.9	3.3	1.5	0.1	0.1	-6.5	-0.4	2.5	-0.2
COC(=O)c1cc2c(s1)-c1ccccc1OC2	4.5	-0.6	3.6	-0.3	0.0	-31.1	-0.7	0.1	-1.8
CC1CCN(C(=O)CN2C(=O)c3ccccc3S2(=O)=O)CC1	-3.9	-5.3	1.5	1.0	-0.1	-0.1	9.5	2.7	1.5
CC(C(=O)N1CCCCC1)n1ncn2cccc2c1=O (configuration not stated)	2.4	14.0	-0.3	-0.4	0.1	17.1	-1.9	6.8	2.5
C=CCn1c(C)cc(/C([O-])=C(/C(=S)Nc2ccc(OC(F)F)cc2)[n+]2ccc(N(C)C)cc2)c1C	-2.4	0.4	8.3	2.2	0.1	17.4	3.0	6.5	-3.2
CC1(C)CC2CC(C)(CN2c2ncnc3ccccc23)C1 (configuration not stated)	-2.5	3.4	1.7	0.1	0.0	10.5	9.9	2.1	-1.5
CCC(=O)N1CCc2cc(S(=O)(=O)CCC(=O)NCCc3ccc(OC)c(OC)c3)ccc21	-1.2	/	-0.6	-2.1	-0.1	-2.8	-5.4	-2.7	0.0
COc1ccc(Cl)cc1C(=O)N(Cc1nc(-c2cccc(C)c2)no1)C(C)C	1.4	1.0	7.1	1.9	0.2	-22.9	-0.5	5.0	-3.7
O=C(Nc1ccc(Br)cc1F)C1CCCN(S(=O)(=O)c2cnc[nH]2)C1 (configuration not stated)	1.2	17.0	-0.7	0.2	0.2	-5.5	-7.8	-0.2	-0.9
Cn1c2ccccc2c2nnc(SCC(=O)Nc3cccc(O)c3)nc21	-4.8	3.8	21.5	-1.6	0.1	-1.9	-3.1	-0.2	0.0

An excerpt of these results, with values under each structure.
Results follow in this order: PP1 inh	GASC-1 inh	HCV core dimer	PP5 inh	Efflux pump inh	PREPL inh	LYPLA2 counter	CTSL1 counter	TPT1 inhibitor
> CCC(=O)N1CCc2cc(S(=O)(=O)CCC(=O)NCCc3ccc(OC)c(OC)c3)ccc21
→ -1.2	/	-0.6	-2.1	-0.1	-2.8	-5.4	-2.7	0.0
> COc1ccc(Cl)cc1C(=O)N(Cc1nc(-c2cccc(C)c2)no1)C(C)C
→ 1.4	1.0	7.1	1.9	0.2	-22.9	-0.5	5.0	-3.7

Carrying on.
SMILES	PP1 inh	GASC-1 inh	HCV core dimer	PP5 inh	Efflux pump inh	PREPL inh	LYPLA2 counter	CTSL1 counter	TPT1 inhibitor
CC(c1ccc(F)cc1)n1cc(C(=O)NCc2ccccn2)nn1 (configuration not stated)	-1.4	-6.7	0.9	1.6	-0.1	-16.6	-6.1	-3.5	-2.4
CCN1C(=O)c2ccc(C(=O)Nc3ccc4c(c3)OCO4)cc2C1=O	1.3	-2.4	5.7	1.8	0.1	9.3	2.7	-2.2	-1.6
CC(C)(C)NC(=O)C(c1ccc(O)cc1)N(Cc1ccccc1)C(=O)CCC(=O)Nc1nccs1 (configuration not stated)	3.3	-7.6	3.1	0.4	-0.1	8.2	-1.5	-1.2	-4.3
Cc1cc(CN(C)Cc2ccc(OCC(O)CN(C)Cc3ccccc3)cc2)on1 (configuration not stated)	-4.5	-7.0	-4.0	-1.8	2.0	-4.4	-11.3	2.4	1.8
Cc1ccccc1Nc1nc(N)nc(CN(C)Cc2ccccc2Cl)n1	-3.0	-9.2	-3.4	3.3	0.1	1.2	-3.1	-2.5	3.3
Cc1ccc(S(=O)(=O)N(C)c2ccccc2C(=O)NC2CCCC2)cc1	-0.3	-2.7	3.0	-3.7	0.0	1.5	2.1	-0.6	-0.9
CSCCC(NS(=O)(=O)c1ccc2c(c1)OCCO2)C(=O)NCCc1ccccn1 (configuration not stated)	1.2	-3.9&-0.7	-3.0	1.6	0.2	4.8	1.6	-4.2	6.8
COc1ccc(OC)c(S(=O)(=O)N2CCN(c3ccccn3)CC2)c1	-0.5	7.3	-6.4	0.6	0.0	13.4	-8.2	-5.2	0.7
CCN(CC)N=Nc1cccc(NC(C)=O)c1	-2.0	-1.5	-9.2	0.6	-0.4	9.8	2.0	1.9	-5.3
Cc1c(-n2c(SCC(C)C)nc3ccccc3c2=O)c(=O)n(-c2ccccc2)n1C	-5.8	30.8	6.0	-3.3	0.0	-0.4	0.1	5.0	3.3
NC(=O)C1CCN(S(=O)(=O)c2cccc(C(=O)O)c2)CC1	2.2	-2.4	-1.8	1.8	-0.1	9.3	8.4	-1.6	-4.0
CCc1cccc(NC(=O)CCc2c(C)nn(-c3ccc(N4CCCCC4)nn3)c2C)c1	-0.3	17.5	-26.7	4.2	0.0	7.8	1.4	2.0	-0.6
Cc1cc(C)c(C#N)c(Oc2ccc(O)cc2)n1	1.5	22.9	-4.4	-1.3	0.0	-1.3	1.2	2.0	-0.4
COc1cc(C2C(C(=O)c3ccc(C)o3)=C(O)C(=O)N2c2cc(C)on2)ccc1OCc1ccccc1 (configuration not stated)	14.6	-1.6	13.3	-0.7	-0.3	-1.3	-2.6	-3.2	0.2
CCCC1CCC(C(=O)Nn2cnc3ccccc3c2=O)CC1 (configuration not stated)	1.6	-8.5	-1.7	2.8	0.0	2.9	11.6	1.4	-0.5
O=C(COC(=O)CCN=C1NS(=O)(=O)c2ccccc21)NC1CCCCCCC1	4.2	-13.8	5.5	3.4	-0.1	0.4	0.3	-4.5	0.1
O=C(O)CCCSCC(=O)Nc1ccccc1	-0.3	-1.3	-1.4	0.2	0.0	4.1	-3.9	1.3	-0.9
CC1=C(C#N)C(NC(=O)c2ccccc2Cl)(C(F)(F)F)C(=O)N1 (configuration not stated)	-3.7	1.7	-0.1	1.8	0.0	-3.5	0.0	-0.3	0.5
Cc1cc(C)n2nc(C(=O)NC(C)(C)C)nc2n1	-7.3	9.0	-1.6	-8.4	0.0	16.9	3.2	12.3	-6.5
COc1ccccc1C(O)P(=O)(OC1CCCCC1)OC1CCCCC1 (configuration not stated)	-6.4	-9.0	7.2	-0.3	0.0	2.4	0.4	-2.5	1.1
Oc1ccc(-c2nc(-c3ccc(F)cc3)c(-c3ccncc3)[nH]2)cc1	0.1	/	-0.7	1.7	-0.1	6.1	1.9	-3.2	-0.1
COc1ccc(NC(=O)COc2ccc(Br)cc2)c(OC)c1	0.2	9.1	-1.5	1.9	-0.1	6.8	1.9	4.0	-3.0
N#CCCN(C(=O)CSc1nc(-c2ccccc2)cn1N)c1ccc(F)cc1	-1.1	0.4	-7.9	0.2	-0.1	4.1	4.6	-3.7	-0.8
COC(=O)N/N=C/c1c[nH]c2ccccc12	-1.3	-3.1	-3.9	0.8	-0.3	-8.4	0.6	-3.4	-2.1
CCOC(=O)c1c(NC(=O)CNC2CCCc3ccccc32)sc(C(N)=O)c1C (configuration not stated)	-6.6	-3.6	7.3	1.8	0.0	1.6	-1.7	3.7	-1.7
O=C(COc1ccccc1C(=O)N/N=C\c1ccc(O)c(O)c1)N/N=C/c1ccc(O)c(O)c1	2.8	5.7	-1.8	3.9	-0.1	82.7*	-15.8	3.5	1.4
COc1ccc(Cc2nnc(N/N=C/c3ccc(N(C)C)cc3)[nH]c2=O)cc1OC	2.7	0.8	-17.7	1.4	0.2	13.9	-0.8	0.9	-2.4
CCN(CC)C(=O)CSc1nc(C)cc(-c2cccs2)c1C#N	3.6	-12.7	7.4	0.5	0.1	4.7	0.1	0.6	3.0
CN(C)S(=O)(=O)c1ccc(C(=O)Nc2nc(-c3cccs3)cs2)cc1	-3.4	-8.1	3.0	0.6	0.0	1.8	1.2	5.1	-3.2
O=C(NNS(=O)(=O)c1ccc(Br)cc1)C1CCCCC1	-1.2	3.3	-3.6	0.3	0.1	9.0	-5.0	9.5	2.9
CCCn1nc(C(=O)NNC(=O)CSC(C)C(=O)Nc2cc(C)on2)c2ccccc2c1=O (configuration not stated)	4.4	10.4	1.7	1.9	-0.1	6.4	8.4	1.2	-2.2
c1ccc(-c2nccc(-c3ccco3)n2)nc1	5.6	-8.6	1.3	-0.1	0.0	9.3	2.4	-1.0	2.4

The list is partial; rates above refer to the full screens.
